# AHR act = activators of human aryl hydrocarbon receptor; P35869; activation, % at 5 µM; AHR-responsive luciferase reporter cells, luminescence; 320,000 tested, 2.5% active; in the data active = activation above about 47%;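 note: 0% = vehicle wells and 100% = reference agonist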
# Target sequence (P35869 whole entry, looked up): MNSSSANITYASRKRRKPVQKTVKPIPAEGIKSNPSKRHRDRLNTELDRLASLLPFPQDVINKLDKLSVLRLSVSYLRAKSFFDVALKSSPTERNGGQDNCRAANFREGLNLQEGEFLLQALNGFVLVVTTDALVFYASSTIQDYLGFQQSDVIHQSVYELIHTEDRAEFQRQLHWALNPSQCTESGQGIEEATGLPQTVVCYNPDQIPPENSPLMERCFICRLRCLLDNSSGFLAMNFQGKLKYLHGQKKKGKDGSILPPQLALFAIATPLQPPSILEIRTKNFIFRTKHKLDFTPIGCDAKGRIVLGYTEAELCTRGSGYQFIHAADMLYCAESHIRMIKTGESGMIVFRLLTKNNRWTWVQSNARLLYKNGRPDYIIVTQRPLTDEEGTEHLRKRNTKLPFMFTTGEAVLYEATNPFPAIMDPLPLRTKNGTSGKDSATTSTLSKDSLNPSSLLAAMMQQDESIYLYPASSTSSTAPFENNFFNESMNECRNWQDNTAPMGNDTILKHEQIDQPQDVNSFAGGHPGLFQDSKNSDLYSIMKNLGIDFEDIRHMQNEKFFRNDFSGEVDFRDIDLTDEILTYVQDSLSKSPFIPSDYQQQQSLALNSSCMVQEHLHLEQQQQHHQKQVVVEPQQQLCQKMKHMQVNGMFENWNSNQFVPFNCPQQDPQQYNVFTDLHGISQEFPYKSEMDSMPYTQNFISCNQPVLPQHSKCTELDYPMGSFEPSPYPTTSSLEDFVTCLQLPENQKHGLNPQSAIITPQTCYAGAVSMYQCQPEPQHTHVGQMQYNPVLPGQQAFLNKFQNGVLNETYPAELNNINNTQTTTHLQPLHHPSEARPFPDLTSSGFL
# core dimer inh = blocks dimerization of HCV core protein; TR-FRET GST/Flag-core106 dimerization, 1536-well; inhibition, % at 5 µM; 300,000 tested, 0.33% active;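 active = inhibition above the mean of all tested compounds plus 3 SD, set per screening campaign, cut at about 45% in these data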
#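 Assay system – GST-tagged and Flag-tagged HCV core protein residues 1-106 · Quantity – core106 proteins, GST 13.5 nM and Flag 17 nM · Benchmarks – unlabelled core106 and no-GST-core106 wells · Read-out basis – percent inhibition of core106 dimerization signal · Detection – time-resolved FRET, ex 340 nm, em 617 and 671 nm · Schedule – 4 h at 22.5 °C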
# TPT1 inh = blocks Candida albicans tRNA 2'-phosphotransferase; 300,000 tested, 0.81% active; AID 1962; recombinant caTPT1, FP RNA substrate dephosphorylation; inhibition, % at 5 µM;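 active = inhibition above the mean of all tested compounds plus 3 SD, set per screening campaign, cut at about 24% in these data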;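 note: plate controls were DMSO alone for no effect and ferristatin control at 100 nM for full effect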
# PP5 primary = inhibitors of human protein phosphatase 5 (PP5). P53041. purified PP5c, OMFP substrate fluorescence. inhibition, % at 6.7 µM. 320,000 tested, 0.18% active. AID 1987;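 active = inhibition above the campaign's mean inhibition across all tested compounds plus 3 SD, cut at about 9.5% in these data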;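 note: 0% = DMSO only and 100% = 100 µM cantharidin control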
# procasp3 activ = activators of human procaspase-3 | P42574 | recombinant procaspase-3 D3A, Ac-DEVD-pNA absorbance 405 nm | activation, % at 8.5 µM | 330,000 tested, 0.11% active;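 active = activation above the mean of all tested compounds plus 3 SD, cut at about 21% in these data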;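 note: 0% = DMSO alone and 100% = DMSO wells spiked with extra 5 µM PC-3 D3A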
#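 Test system: Procaspase-3 D3A mutant, all three cleavage aspartates alanine | Dosing: Single dose, 8.5 µM nominal compound, 0.8% DMSO | Schedule: 1 h preincubation, 2 h reaction | Technique: 405 nm absorbance of p-nitroaniline, reads at 0 and 120 min | Repeats: One well per compound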
# PP1 counter = blocks human PP1-alpha phosphatase, a PP5 counter-screen; purified PP1alpha, OMFP fluorescence; inhibition, % at 6.7 µM; 320,000 tested, 0.9% active;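 active = inhibition above the mean inhibition of all tested compounds plus 3 SD, computed separately for each screening campaign, cut at about 15% in these data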
# CTSL1 counter = cathepsin L1 inhibition, PFM18AAP counter-screen; inhibition, % at 5.96 µM; recombinant F. hepatica cathepsin L1, Z-Leu-Arg-MCA fluorescence; 300,000 tested, 0.49% active; AID 1906;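 active = inhibition above the mean of all tested compounds plus 3 SD, set per screening campaign, cut at about 17% in these data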;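 note: 0% = plate median of test compound wells and 100% = 1 µM Z-Phe-Ala-diazomethylketone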
# proCasp7 act = counter-screen: procaspase-7 (human) activation; recombinant procaspase-7, Ac-DEVD-pNA absorbance 405 nm; D23A/D198A/D206A triple mutant, cannot self-cleave; scale: DMSO 0, 5 µM enzyme 100; activation, % at 8.5 µM; 330,000 tested, 0.093% active; AID 463210;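 active = percent activation above the screen-wide mean plus 3 SD, cut at about 25% in these data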
#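 System: Procaspase-7 triple mutant (PC-7 D3A); measure: % activation from two-timepoint absorbance difference, scaled to controls; times: 1 h compound preincubation, 2 h substrate cleavage, 25 °C; also added: Ac-DEVD-pNA substrate, 400 µM as added; measured by: Epi-absorbance of released pNA at 405 nm, two timepoints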
# PAFAH2 FP inh = PAFAH2 (human) inhibition; Q99487; recombinant PAFAH2, FP-rhodamine activity probe, fluorescence polarization; inhibition, % at 3.39 µM; 340,000 tested, 0.99% active;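 active = inhibition above the mean over all tested compounds plus 3 SD, cut at about 30% in these data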;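 note: inhibitors block probe labeling of enzyme so polarization drops; 0% = enzyme with DMSO and 100% = wells lacking PAFAH2 protein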
# Starred values were filed as active, the others as inactive; / = not tested or not shown.
# Results follow in this order: AHR act	core dimer inh	TPT1 inh	PP5 primary	procasp3 activ	PP1 counter	CTSL1 counter	proCasp7 act	PAFAH2 FP inh
COc1cccc(-c2cc(C(F)(F)F)nc(N3CCC(C)CC3)n2)c1
    -2	9	-1	-0.8	6	3	0	6	3
CC(=O)COc1cc(C)cc2oc(=O)cc(-c3ccccc3)c12
    0	0	-1	2.8	2	-5	0	6	1
Cc1cc(-c2cccc([N+](=O)[O-])c2)nc2ccccc12
    42	-1	2	1.4	-7	0	-3	11	-5
COc1cccc(NS(=O)(=O)c2c(C)nc3sccn3c2=O)c1
    -1	-2	-1	0.0	-3	-2	3	5	1
Cc1oc(-c2ccccc2)nc1Cn1cccc1C1=NC(c2ccccc2)CO1 (stereo unspecified)
    1	2	-5	1.5	1	0	-1	-2	-1
CC[C@@]1(C(=O)OC)N[C@H](CN(C)S(=O)(=O)c2ccc(OC(F)(F)F)cc2)[C@@H]2C(=O)N(C)C(=O)[C@@H]21
    -2	/	/	/	8	/	/	-4	-10
O=C(COC(=O)Cc1cccs1)Nc1ccc(OC(F)(F)F)cc1
    9	0	0	2.5	4	2	-2	-2	6
Cc1cc(C(=O)Nc2cc(C(C)(C)C)on2)c(C)o1
    1	0	-2	2.4	2	-2	4	4	3
Cc1cc2c(c(SCC(N)=O)n1)C(=O)OC2
    -1	-1	-1	-0.9	10	-1	-4	0	4
CCCC(=O)NC(C)c1nc2ccccc2n1C(C)C (stereo unspecified)
    -3	-1	0	-0.5	2	-1	2	14	2
CC1=C(C)CC(C(=O)N2CCN(Cc3ccc4c(c3)OCO4)CC2)C(C(=O)O)C1 (stereo unspecified)
    -3	-3	-4	3.7	7	-3	0	6	-4
CCOc1ccc(NC(=O)C2CCN(S(=O)(=O)c3c(C)n[nH]c3C)CC2)cc1
    1	-1	-1	4.3	0	-2	-2	12	-3
CN(C)N=Nc1ccc(S(=O)(=O)NC(Cc2ccccc2)C(=O)O)cc1 (stereo unspecified)
    -1	0	0	-1.2	-8	1	3	-5	-2
CSC1=NSC2=NC(=O)/C(=C\c3coc4ccccc4c3=O)C(=N)N12
    21	6	62*	-5.9	-6	0	2	-16	26
CCCC(=O)Nc1ccc2c(c1)nc1n2CCN(C2CCCCC2)C1
    9	8	4	4.2	-8	8	-2	-16	-1
CCOC(=O)c1c(/N=C/N(C)C)sc(C)c1C
    1	1	0	-3.8	1	-6	-2	11	3
CCN(C(=O)CN1CCOCC1)C1(C)C(=O)c2ccccc2C1=O
    -1	-16	1	5.8	-2	-1	-1	5	7
COc1ccc(-n2c(=S)[nH]c(=O)c3cccnc32)cc1
    -5	-1	1	0.7	0	-3	0	-3	6
CC(Oc1ccc(Br)cc1)C(=O)Nc1nc(-c2ccccn2)cs1 (stereo unspecified)
    17	11	5	5.5	-8	31*	0	-8	4
NS(=O)(=O)c1ccc(CCNC(c2ccccc2)c2ccccc2)cc1
    -1	11	3	0.0	-1	-1	3	5	7
CCOC(=O)CSC1=C(C#N)C(c2ccccc2)C(C(C)=O)=C(C)N1 (stereo unspecified)
    -1	0	1	2.1	-1	4	4	-8	5
COc1ccc(CNC(=O)CN2C(=O)NC3(CCCc4sccc43)C2=O)cc1OC (stereo unspecified)
    1	/	/	1.8	8	0	/	-7	-1
Cc1ccc2nc(NC(=O)CN3C(=O)NC4(CCCC4)C3=O)sc2c1
    -8	-4	1	-1.7	3	-1	1	2	1
O=C(c1cccc(F)c1)N1CCCc2ccccc21
    3	7	1	0.8	7	-10	-4	7	8
O=c1c2ccccc2c(-c2ccccc2)nn1-c1ccc(Cl)c(Cl)c1
    6	6	0	1.3	1	0	0	15	-5
C/C(=N/NS(=O)(=O)c1cccc([N+](=O)[O-])c1)c1ccncc1
    -1	-2	-3	-1.3	-13	-1	2	-21	-6
COc1ccc(NS(=O)(=O)c2ccc(N3CCCC3)c(NC(=S)Nc3cccc(S(=O)(=O)N(C)C)c3)c2)cc1
    2	23	1	2.5	-20	4	5	-24	/
O=C(Cc1cccs1)NCc1ccc(Cl)cc1Cl
    7	-2	-2	3.8	-6	0	2	6	5
COc1ccc(NC(=O)c2cnc(NS(=O)(=O)c3ccccc3)nc2)cc1
    -2	-5	-2	0.6	5	6	-3	-3	-10
C#CCN1C(=O)S/C(=C\c2cc3c(cc2OC)OCO3)C1=O
    9	-4	9	-1.3	-5	-3	1	0	2
Cc1ccc(-n2nc(C(=O)O)cc2-c2ccccc2)cc1
    5	3	-2	-1.0	1	33*	-3	7	5
COc1ccc(C2CC(C(F)(F)F)n3ncc(C(=O)O)c3N2)cc1OC (stereo unspecified)
    2	-1	4	2.2	2	1	-3	-1	-4
O=C(CS(=O)(=O)c1ccc(F)cc1)Nc1nnc(-c2ccccc2Cl)o1
    -1	0	0	1.9	-2	2	1	3	19
CCN1CCN(C(=O)CN2C(=O)COc3ccc(C)cc32)CC1
    -2	7	0	1.1	5	1	7	9	-8
CCN1C(=NCc2cc(OC)c(OC)c(OC)c2)N[C@@H](c2ccccc2)C(C(=O)OC)=C1C
    0	/	/	/	8	/	/	-4	-5
COc1ccc(C(=O)N/N=C2/SCC(=O)N2Cc2ccc3c(c2)OCO3)cc1OC
    4	0	0	1.9	11	-1	-2	2	-1
CCC(=O)c1ccc(OCC(O)CN2CCOCC2)cc1 (stereo unspecified)
    2	1	-2	-3.6	5	-6	0	2	-1
Cc1ccc(S(=O)(=O)NC2c3cccc4cccc(c34)C2Sc2nncn2C)cc1 (stereo unspecified)
    23	3	-2	3.6	4	4	-2	0	-8
CC(=O)N1CCC2(CC1)C(C#N)=C(N)Oc1c2sc2nc(C)cc(C)c12
    5	5	0	-0.2	7	-3	-2	12	-9
CC(C)(C)C(=O)N1CCC(O)(CS(=O)(=O)c2ccc(Cl)c(Cl)c2)CC1
    1	1	2	-2.0	-3	-2	7	12	-2

# Already shown: 3 of the compounds above.
# Results follow in this order: AHR act	core dimer inh	TPT1 inh	PP5 primary	procasp3 activ	PP1 counter	CTSL1 counter	proCasp7 act	PAFAH2 FP inh
CCOC(=O)CSC1=C(C#N)C(c2ccccc2)C(C(C)=O)=C(C)N1 (stereo unspecified)
    -1	0	1	2.1	-1	4	4	-8	5
COc1ccc(CNC(=O)CN2C(=O)NC3(CCCc4sccc43)C2=O)cc1OC (stereo unspecified)
    1	/	/	1.8	8	0	/	-7	-1
Cc1ccc2nc(NC(=O)CN3C(=O)NC4(CCCC4)C3=O)sc2c1
    -8	-4	1	-1.7	3	-1	1	2	1

# Further compounds follow.
# Results follow in this order: AHR act	core dimer inh	TPT1 inh	PP5 primary	procasp3 activ	PP1 counter	CTSL1 counter	proCasp7 act	PAFAH2 FP inh
CN(C)CCNC(=O)c1ccc2c(=O)n(Cc3ccc(Cl)cc3)c(=S)[nH]c2c1
    1	-4	1	1.2	10	4	-8	-5	1
O=C1CCC/C(=N\NC(=O)c2ccc(CSc3cccc4cccnc34)cc2)C1
    5	9	-2	0.1	6	0	-3	5	5
C/C(=N\NC(=O)c1nnn(-c2nonc2N)c1C)c1ccc(-c2ccccc2)cc1
    2	1	-4	-5.8	2	-8	-3	-5	3
Cc1ccc(-c2nnc3n2N=C(c2ccc(Br)cc2)CS3)cc1
    7	7	-2	1.7	-1	-1	3	8	1
Cc1onc(-c2ccccc2)c1C(=O)N1CCCc2ccccc21
    10	0	-2	4.3	1	-1	-5	1	4
COc1ccccc1N1CC(C(=O)Nc2nnc(SCC(=O)NCC3CCCO3)s2)CC1=O (stereo unspecified)
    -1	6	-3	0.9	-1	-3	-2	-10	1
O=[N+]([O-])c1ccc(Oc2cccc3cccnc23)c(Cl)c1
    4	-8	-4	1.3	4	1	-2	11	9
Cn1c(=O)oc2cc(S(=O)(=O)Nc3cccc([N+](=O)[O-])c3)ccc21
    3	3	0	0.7	1	1	-1	5	2
CN(C)c1ccc(/C=C(/C#N)C(=O)NCc2ccccc2)o1
    -7	-60	177*	5.5	-6	1	12	2	7
O=C(COC(=O)/C=C/c1nc2ccccc2s1)Nc1ccccc1Oc1ccccc1
    5	0	3	-4.9	-4	3	-5	-5	-12
NS(=O)(=O)CCCc1ccccc1
    -1	-7	-3	1.8	2	2	-1	-2	8
COc1ccc(NC(=O)CCN2C(=O)c3ccncc3C2=O)cc1OC
    -1	2	-1	-2.2	-1	-3	4	5	-1
O=C(OCC(=O)N1CCN(C(=O)c2ccco2)CC1)c1ccc(Cl)nc1
    -1	/	/	/	9	/	/	3	11
OC(CN=c1sc2ccccc2n1CC(O)COc1ccccc1)COc1ccccc1 (stereo unspecified)
    0	-1	-4	8.0	7	7	4	-2	-16
COC(=O)[C@@H](NC(=O)N1CCC(Cc2ccccc2)CC1)C(C)C
    -1	0	0	0.9	1	-3	4	-10	-2
CCCC(=O)OC1CCS(=O)(=O)c2sccc21 (stereo unspecified)
    1	3	-1	-0.5	6	-2	1	-3	7
CC(=O)C1=C(C)Nc2ncnn2C1c1ccc(F)cc1 (stereo unspecified)
    -2	-5	0	2.2	3	1	1	5	-3
CCCNC(=O)COc1ccc(-c2nn(C)c(=O)c3ccccc23)cc1
    0	-8	0	0.6	12	-4	0	5	4
O=C(CN1CCN(c2ccc(Cl)cc2[N+](=O)[O-])CC1)N1CCOCC1
    -2	1	1	0.6	-2	-4	-3	2	-3
COc1ccc(C(=O)O/N=C2\CCCc3nonc32)cc1
    9	-11	0	0.7	-6	-2	-1	15	0
CCC(C)(C)NC(=O)CN(C(=O)c1snc(C(N)=O)c1N)c1ccc(OC)c(OC)c1
    0	-5	-3	-0.5	-9	-1	-2	11	6
O=C(Nc1ccc(S(=O)(=O)N2CCCC2)cc1)c1cccnc1
    9	0	-7	-0.2	2	-2	-1	13	4
O=C(c1nn2c(C(F)(F)F)cc(-c3ccc(F)cc3)nc2c1Cl)N1CCOCC1
    4	-5	0	-3.1	-2	-1	3	14	8
CCCNNC(=O)C(O)(c1ccccc1)c1ccccc1
    -2	-8	3	-2.0	-6	-7	-3	-2	4
Cc1cc(Cl)ccc1OCC(=O)OCC(=O)NC1CCS(=O)(=O)C1 (stereo unspecified)
    3	/	/	-1.7	10	-3	/	10	4
NC(N)=Nc1nc2cc([N+](=O)[O-])ccc2o1
    -4	3	-1	1.7	-7	1	2	4	9
Cc1ccc(S(=O)(=O)N2CCC(C(=O)Nc3ccccc3N3CCCC3)CC2)c(C)c1
    -1	4	7	2.5	3	-1	2	0	0
CCc1nnc(NC(=O)CSc2nc(-c3ccc(OC)cc3)ns2)s1
    -1	4	-1	3.9	-2	1	5	3	-12
CCCCCCc1ccc(N2C[C@H](CCCCC)[C@@H](CC(=O)NCc3ccc(OC)cc3)C2=O)cc1
    -1	6	-3	2.4	0	5	7	14	-6
Cc1ccc(Cl)cc1NC(=O)Cn1cc(C(F)(F)F)cc(Cl)c1=O
    5	-4	0	1.4	8	0	3	-9	-10
